Bioassay records: PubChem, Vanderbilt University
GIRK2 activator – Activates human GIRK2-containing potassium channels; HEK293 GIRK2/NPY4 cells, thallium flux fluorescence; activation (% efficacy), % for hits at 37.5 µM; 34,000 tested, under 10 active;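 active = primary screen hit, no activity in plain HEK293 cells, and in GIRK2-only cells above 5% efficacy rising with concentration; inactive = the rest, including fluorescent compounds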;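 note: efficacy is normalized control-subtracted fluorescence 15 s after thallium addition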
Target sequence (P48051 whole entry, looked up): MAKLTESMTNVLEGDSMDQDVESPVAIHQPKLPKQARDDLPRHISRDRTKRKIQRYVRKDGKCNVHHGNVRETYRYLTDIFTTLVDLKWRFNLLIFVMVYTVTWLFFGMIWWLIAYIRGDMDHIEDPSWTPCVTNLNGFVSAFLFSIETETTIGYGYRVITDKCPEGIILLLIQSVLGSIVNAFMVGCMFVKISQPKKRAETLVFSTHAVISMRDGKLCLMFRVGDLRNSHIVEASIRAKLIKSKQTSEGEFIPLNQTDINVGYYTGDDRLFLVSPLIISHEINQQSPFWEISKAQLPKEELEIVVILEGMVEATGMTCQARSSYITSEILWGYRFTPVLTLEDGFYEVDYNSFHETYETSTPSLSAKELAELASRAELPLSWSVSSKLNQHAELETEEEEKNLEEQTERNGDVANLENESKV
Starred values were filed as active, the others as inactive; i = inactive; [ ] = another dose, or the depositor's remark. These rows are one share of the data; count on the stated rates, not on these rows.

SMILES	GIRK2 activator
COc1ccc(NC(=O)C2CCCC2)cc1N1CCCCC1=O	i
COc1ccc(CCn2c(N)c(C(=O)NCC3CCCO3)c3nc4ccccc4nc32)cc1 (stereo not drawn)	i
CN1CCC(CNC(=O)C(=O)NCCC2=CCCCC2)CC1	i
Cn1nnnc1SCC(=O)N1CCC(C(=O)Nc2nccs2)CC1	i
COc1ccc(C(=O)CSc2nc(CC(=O)Nc3ccc(C(N)=O)cc3)cs2)cc1	i
CCN(C(=O)c1ccc(=O)n(Cc2ccc(F)cc2)c1)c1cccc(C)c1	i
COc1cccc(C(CNC(=O)C2CCN(S(C)(=O)=O)CC2)N2CCOCC2)c1 (stereo not drawn)	i
CC(C)S(=O)(=O)c1ccc(CC(=O)Nc2ccc(CC(=O)NCC(F)(F)F)cc2)cc1	i
CN1C(=O)NC2(CCN(C(=O)Nc3ccc4c(c3)OCCO4)CC2)C1=O	i
O=C(c1ccco1)N1CCN(C(=O)C2CCCN(c3ccc(-n4cccn4)nn3)C2)CC1 (stereo not drawn)	i
CCc1cccc(C)c1NC(=O)Cn1c(-c2ccc(F)cc2)ncc(C#N)c1=O	i
COc1ccc(Cc2nnc(C3CCN(C(=O)Nc4cccs4)CC3)s2)cc1	i
CCNC(=O)c1nsc(C(=O)NCc2ccccc2OC)c1N	i
COc1ccc(CNc2c(C#N)cnc3cc(OC)ccc23)cc1	i
COc1ccc(C(=O)N2CCC(c3nnc(C4CC4)o3)CC2)cc1	i
CC(=O)N1CC(C(=O)Nc2ccc3c(c2)OCCO3)C1	i
COc1ccc(-c2csc(-n3nc(C)cc3NC(=O)c3ccco3)n2)cc1OC	i
Cc1nc2c(C)cccn2c(=O)c1NC(=O)Nc1ccc2c(c1)OCO2	i
COc1ccc(N2C(=O)CCS2(=O)=O)cc1S(=O)(=O)Nc1ccc(F)c(Cl)c1	i
COc1ccc(CCNC(=O)Cc2cc(-c3ccco3)on2)cc1OC	i
CCOc1ccc(C(=O)NC2CNC(=O)C2)cc1OCC (stereo not drawn)	i
Cc1cc(NC(=O)C(=O)NCC2(c3cccs3)CCCC2)c2ccccc2n1	6.0%*[75 µM]
COc1ccc(NC(=O)CSc2nccn(-c3ccc(F)cc3)c2=O)c(OC)c1	i
O=C(Nc1ccccc1NC(=O)c1ccc(Br)o1)c1ccccn1	i
CSCCC(C)(O)CNS(=O)(=O)c1ccc(F)c(Cl)c1 (stereo not drawn)	i
COC(=O)C(C)n1c(C)c(C)n2c3c(=O)n(C)c(=O)n(C)c3nc12 (stereo not drawn)	i
CC(=O)N1CCC(c2nn(C)c(=O)n2C2CCCC2)CC1	i
Cc1cc(NC(=O)C(=O)NCC2CCCO2)ccc1N1CCCC1=O (stereo not drawn)	i
CS(=O)(=O)N1CCCC1C(=O)Nc1nnc(-c2ccc(F)cc2)o1 (stereo not drawn)	i
O=C(NCC1CCN(C(=O)COc2ccccc2)CC1)c1ccccc1C(F)(F)F	i
CCOc1ccc(NC(=O)NCc2n[nH]c(=O)c3ccccc23)cc1	i
Cc1cc(NC(=O)C2Nc3cc(C(F)(F)F)ccc3S(=O)(=O)N2)ccc1Br (stereo not drawn)	i
CC(=O)Nc1ccc(S(=O)(=O)NCCCN2CCOC(c3ccccc3)C2)cc1 (stereo not drawn)	i
Nc1nc(SCC(=O)Nc2ccc3c(c2)OCCO3)ncc1S(=O)(=O)c1cccs1	i
Cc1ccc(NS(=O)(=O)N2CCOCC2)cc1Cl	i
NC(=O)c1cccc(NC(=O)c2ccoc2)c1	i
COc1ccc(C(=O)N/N=C\c2ccc3nccnc3c2)cc1	i
O=c1c2cc(-c3ccc(F)cc3)nn2ccn1Cc1nc(-c2cccc(Cl)c2)no1	i
COc1ccc(F)cc1S(=O)(=O)NCc1nn(C)c(=O)c2ccccc12	i
Cn1c(-c2ccccn2)nn(CCNC(=O)c2ccccc2SC(F)F)c1=O	i
CCNC(=O)C1Cc2ccccc2N1C(=O)COc1ccccc1F (stereo not drawn)	i
COc1ccc(CC(=O)Nc2cc(C)nn2-c2nc3c(cnn3-c3ccccc3)c(=O)[nH]2)cc1	i
CC(O)CNc1nc2c(c(=O)n(C)c(=O)n2C)n1Cc1ccc(Cl)cc1 (stereo not drawn)	i
O=C(CCn1cnc2c(cnn2-c2ccccc2)c1=O)N1CCC(Cc2ccccc2)CC1	i
CN1C(=O)CCc2cc(NC(=O)Nc3cccs3)ccc21	i
O=C(NCCc1csc2nc(-c3cccc(F)c3)nn12)C1CC(=O)N(c2ccccc2)C1 (stereo not drawn)	i
Cc1cc(-c2nnc(NC(=O)CCS(=O)(=O)c3ccc(F)cc3)o2)n(C)n1	i
CCOC(=O)N1CCN(C(=O)CSc2ccc(NC(C)=O)nn2)CC1	i
O=C(NCCN1CCOC(c2ccccc2)C1)c1ccc(F)c(F)c1 (stereo not drawn)	i
COc1ccccc1-c1c(C)[nH]n2c(=O)cc(C)nc12	i
COc1cccc(-c2nnc3ccc(OCCNC(=O)c4ccccc4F)nn23)c1	i
COc1ccc(S(=O)(=O)N2CCN(c3ccc4nnc(-c5ccco5)n4n3)CC2)cc1	i
CCC(C)(C)OCC(O)CN1CCCC(C)C1 (stereo not drawn)	i
COC(=O)c1ccc2c(=O)n(CCC(=O)N3CCOCC3)c(=S)[nH]c2c1	i
COc1ccccc1NC(=O)N1CCC(CNC(=O)Cc2cccc(C)c2)CC1	i
O=C(C1CCCC1)N1CCN(c2ccc(-c3ccc(Cl)cc3)nn2)CC1	i
CC(=O)c1ccc(C(=O)Nc2nnc(-c3cc(C)n(C)n3)o2)cc1	i
O=C(CCN1C(=O)c2ccccc2S1(=O)=O)N1CCN(C(=O)c2ccco2)CC1	i
CCOc1ccccc1-n1nnnc1SCC(=O)Nc1ccc(Cl)cc1	i
CCN(CC)CCNC(=O)C(=O)Nc1c2c(nn1C(C)(C)C)CS(=O)(=O)C2	i

19 of the compounds above, in CSV form.
SMILES,GIRK2 activator
COc1ccc(CC(=O)Nc2cc(C)nn2-c2nc3c(cnn3-c3ccccc3)c(=O)[nH]2)cc1,i
CC(O)CNc1nc2c(c(=O)n(C)c(=O)n2C)n1Cc1ccc(Cl)cc1 (stereo not drawn),i
O=C(CCn1cnc2c(cnn2-c2ccccc2)c1=O)N1CCC(Cc2ccccc2)CC1,i
CN1C(=O)CCc2cc(NC(=O)Nc3cccs3)ccc21,i
O=C(NCCc1csc2nc(-c3cccc(F)c3)nn12)C1CC(=O)N(c2ccccc2)C1 (stereo not drawn),i
Cc1cc(-c2nnc(NC(=O)CCS(=O)(=O)c3ccc(F)cc3)o2)n(C)n1,i
CCOC(=O)N1CCN(C(=O)CSc2ccc(NC(C)=O)nn2)CC1,i
O=C(NCCN1CCOC(c2ccccc2)C1)c1ccc(F)c(F)c1 (stereo not drawn),i
COc1ccccc1-c1c(C)[nH]n2c(=O)cc(C)nc12,i
COc1cccc(-c2nnc3ccc(OCCNC(=O)c4ccccc4F)nn23)c1,i
COc1ccc(S(=O)(=O)N2CCN(c3ccc4nnc(-c5ccco5)n4n3)CC2)cc1,i
CCC(C)(C)OCC(O)CN1CCCC(C)C1 (stereo not drawn),i
COC(=O)c1ccc2c(=O)n(CCC(=O)N3CCOCC3)c(=S)[nH]c2c1,i
COc1ccccc1NC(=O)N1CCC(CNC(=O)Cc2cccc(C)c2)CC1,i
O=C(C1CCCC1)N1CCN(c2ccc(-c3ccc(Cl)cc3)nn2)CC1,i
CC(=O)c1ccc(C(=O)Nc2nnc(-c3cc(C)n(C)n3)o2)cc1,i
O=C(CCN1C(=O)c2ccccc2S1(=O)=O)N1CCN(C(=O)c2ccco2)CC1,i
CCOc1ccccc1-n1nnnc1SCC(=O)Nc1ccc(Cl)cc1,i
CCN(CC)CCNC(=O)C(=O)Nc1c2c(nn1C(C)(C)C)CS(=O)(=O)C2,i

The list goes on:
SMILES	GIRK2 activator
O=C(CSc1nnc(CCn2ccc(=O)[nH]c2=O)o1)c1ccc(F)c(F)c1	i
CC(C)Cc1ccc(C(C)C(=O)N2CC(=O)Nc3ccccc32)cc1 (stereo not drawn)	i
COc1ccc(OCC(=O)Nc2cccc(N3CCCC3=O)c2)cc1	i
O=C(Nc1nc2c(s1)CCCC2)c1cc(-c2ccco2)n(C2CCS(=O)(=O)C2)n1 (stereo not drawn)	i
COc1ccc(CCNC(=O)CSc2nccn3nc(-c4ccccc4)cc23)cc1OC	i
Cc1nc(NCCNC(=O)Nc2ccccc2Cl)cc(N(C)C)n1	i
CSc1ccccc1NC(=O)C1CN(C(C)=O)C1	i
Cc1noc(C)c1S(=O)(=O)NCCOc1ccc(-c2ccco2)nn1	i
CCOC(=O)c1ccccc1NC(=O)Cn1cnc(-c2cccs2)cc1=O	i
Cc1nnc(-c2ccc(OCC(=O)N(C(C)C)C(C)C)cc2)o1	i
Cc1cc(NC(=O)C(=O)NCC(c2cccs2)N2CCOCC2)no1 (stereo not drawn)	i
COc1cc2c(cc1OC)CN(CC(O)COC1CCCC1)CC2 (stereo not drawn)	i
CC(C)S(=O)(=O)c1ccc(CC(=O)N(CCc2ccccc2)Cc2ccccn2)cc1	i
O=C(Nc1cccc(C(F)(F)F)c1)C1CCCN(C(=O)Nc2cccs2)C1 (stereo not drawn)	i
CC(=O)c1ccc(S(=O)(=O)N2CCC(c3cccs3)CC2)cc1	i
O=C(CSc1nccnc1N1CCSCC1)Nc1ccc2c(c1)OCO2	i
Cn1cccc1CN(C(=O)C1COc2ccccc2O1)C1CC1 (stereo not drawn)	i
Cc1ccc(CNC(=O)C(=O)NCC(c2cccn2C)N2CCOCC2)cc1 (stereo not drawn)	i
O=C(Cn1cnc(-c2ccccc2)cc1=O)NCCn1nc(-n2cccn2)ccc1=O	i
COC(=O)Nc1nc(CC(=O)Nc2ccc(OC(F)(F)F)cc2)cs1	i
CNC(=O)c1cccc(-c2noc(C3CN(C(=O)NCCc4ccc(OC)cc4)C3)n2)c1	i
Cc1ccsc1C1CC(c2ccc(F)cc2)=NN1C(=O)c1ccco1 (stereo not drawn)	i
CCSc1ccccc1C(=O)NCC1CCN(C(=O)c2cccnc2SC)CC1	i
COC(=O)c1ccc(C(=O)Nc2ccc3scnc3c2)cc1	i
O=C(NCCS(=O)(=O)N1CCN(Cc2ccccc2)CC1)c1cccc(Cl)c1	i
CC(C)(C)NC(=O)N1CCC(CNC(=O)COc2ccc(Cl)cc2)CC1	i
COc1ccc(NC(=O)c2cccc(S(=O)(=O)C(C)C)c2)c2ccccc12	i
CCOC(=O)CNC(=O)CSc1ncnc2c1nnn2CC	i
COc1ccc(-c2nnc(C3CCCN(C(=O)Nc4ccc5c(c4)OCO5)C3)s2)cc1 (stereo not drawn)	i
COc1ccccc1NC(=O)N1CCC(CNS(=O)(=O)c2ccc(C(F)(F)F)cc2)CC1	i
O=C(CS(=O)(=O)c1ccc(F)cc1)Nc1ccc2ncsc2c1	i
S=C(Nc1ccc(Br)cc1)N1CCc2ccccc2C1	i
CCOC(=O)C1CCN(CC(O)COC23CC4CC(CC(C4)C2)C3)CC1 (stereo not drawn)	i
CCCOc1ccc(N2CCN(C(=O)c3cc4ccccc4oc3=O)CC2)nn1	i
COc1cc(-c2cc(C(=O)O)c3[nH]c(-c4ccccc4)nc3n2)cc(OC)c1O	i
O=C(Cc1ccccc1Cl)Nc1ccc2c(c1)N(S(=O)(=O)c1ccc(F)cc1)CCC2	i
O=C(c1ccco1)N1CCN(c2nnnc3c2cnn3-c2ccccc2)CC1	i
COc1ccc(C(=O)Nc2ccc(OC(C)C)cc2)cc1OC	i
CCOc1ccc(S(=O)(=O)NCC(O)(c2cccs2)C2CC2)cc1F (stereo not drawn)	i
CC1Cc2cc(-c3cc(CC(=O)Nc4nc5ccccc5[nH]4)no3)ccc2O1 (stereo not drawn)	i
CCOc1ccc(C(=O)NCc2nc(C)no2)cc1	i
O=C(CCSc1ccccc1)NCC1(O)CCc2ccccc21 (stereo not drawn)	i
Cc1cccc(CC(=O)NCC2CCN(Cc3cccs3)CC2)c1	i
COc1ccc(CNC(=O)NCC(O)(c2ccco2)C2CC2)cc1 (stereo not drawn)	i
COc1cc(NC(=O)c2ccc(=O)oc2)c2ncccc2c1	i
COC(=O)c1ccc(NC(=O)CSc2ccc(NC(=O)c3cccc(F)c3)nn2)cc1	i
COc1ccc(CC(=O)N2c3ccccc3CC2C(N)=O)cc1OC (stereo not drawn)	i
NCc1nnnn1C1CCCCC1	i
Cc1cc(C)c(NC(=O)CSc2ncnc3c2[nH]c2ccccc23)c(C)c1	i
O=C(Nc1ccncc1NC(=O)C1CC1)C1CC1	i
O=S(=O)(CCOc1ccc(F)cc1)Nc1nc2ccccc2s1	i
O=C(NCCCc1ccccc1)N1CCN(C(=O)c2cnn3ccccc23)CC1	i
NC(=O)CSc1nc(-c2ccccc2)c(NC(=O)CCc2ccccc2)s1	i
CC(C)(CO)NC(=O)Cc1ccc(NC(=O)NCc2cccc3ccccc23)cc1	i
Cc1cc(=O)[nH]c(-n2nc(C)c(CCC(=O)NCc3ccco3)c2C)n1	i
COc1ccccc1NC(=O)CN1CCN(c2nccn2-c2ccccc2F)CC1	i
Cc1cc(NC(=O)CCSc2ccccc2)n(C)n1	i
CCC(C(=O)NCCOc1ccc2nnc(-c3ccc(OC)cc3)n2n1)c1ccccc1 (stereo not drawn)	i
COc1ccc(Cl)cc1S(=O)(=O)NCC(O)(c1cccs1)C1CC1 (stereo not drawn)	i
COc1ccc(S(=O)(=O)c2c(C)cc(C)n(CC(=O)Nc3cc(OC)cc(OC)c3)c2=O)cc1	i

(listing goes on)
SMILES	GIRK2 activator
CCc1ccccc1NC(=O)N1CCN(c2ccc3nnc(C)n3n2)CC1	i
CCc1ccc(S(=O)(=O)N2CCN(c3ncnc4c3nnn4C)CC2)s1	i
Cc1c(-c2ccc(Cl)cc2)c(=O)oc2c3c(ccc12)OCN(CCN1CCOCC1)C3	i
Cc1ccc(S(=O)(=O)NCC(c2cccn2C)N2CCCC2)s1 (stereo not drawn)	i
CC(C)Sc1ccc(C(=O)Nc2nnc(-c3cccs3)o2)cc1	i
O=S(=O)(Nc1cccc(Cl)c1)c1cccc(F)c1	i
Cc1cc(NC(=O)C2CCCCN2S(=O)(=O)c2cccs2)n(C(C)C)n1 (stereo not drawn)	i
O=S(=O)(NCC(O)(c1ccccc1)C(F)(F)F)c1ccc2c(c1)OCCO2 (stereo not drawn)	i
COC(=O)c1ccccc1NC(=O)CCN1C(=O)c2ccccc2S1(=O)=O	i
